Assay outcomes (PubChem BioAssay)
TRPN1 ag: zebrafish TRPN1 channel agonists, primary screen, cell-based, HEK293, calcium fluorescence; activation, % at 3 µM; hit rate 0.18% among 220,000; HEK293 zebrafish TRPN1-YFP, Fluo-8 calcium fluorescence; 100% = response to 87 µM carbachol;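 active means activation above its plate's cutoff, the mean activation of test wells on that plate plus 3 SD, cut at about 19% in these data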;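 further: 0% = DMSO alone and 100% = 87 µM carbachol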
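Control set: carbachol 87 µM as high control, DMSO as low control; system: HEK293 stable line with zebrafish TRPN1-YFP; read-out: % activation versus carbachol response; detection: intracellular calcium fluorescence with Fluo-8; doses: single test compound dose, 3 µM nominal, 0.3% DMSO; schedule: dye 1 h 37 °C plus 30 min RT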
Thrombin inh: human alpha-thrombin inhibitors, primary screen, counter-screen for coagulation protease inhibitor project, biochemical, 1536-well, fluorogenic AMC substrate. Prothrombin (Homo sapiens), P00734. Boc-VPR-AMC fluorogenic substrate cleavage. inhibition, % at 5 µM. hit rate 0.26% among 220,000. AID 1046, 2008;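 active means inhibition at or above 40%; inactive means inhibition below 40%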;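 further: 0% = enzyme with no compound and 100% = wells without enzyme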
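System: human alpha-thrombin protein; Compound dosing: one concentration per compound, 5 µM, with 0.2% DMSO; Timing: reaction at room temperature; Technique: AMC fluorescence, 355/460 nm; Controls: enzyme without compound as high, wells lacking enzyme as low.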
Tb hexokinase: Trypanosoma brucei hexokinase 1 inhibitors, primary screen, biochemical, G6PDH-coupled NADH absorbance, MLSCN library | recombinant TbHK1, G6PDH-coupled NADH A340 | inhibition, % at 10 µM | hit rate 0.11% among 220,000;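 active means inhibition of 50% or more in the single-dose primary screen; inactive means inhibition below 50%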
m-calpain inh: inhibitors of pig calpain II, primary screen, biochemical, fluorogenic peptide substrate, 1536-well. AID 1236, 2008. hit rate 0.37% among 220,000. inhibition, % at 16 µM. purified calpain II, 30 min;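 active means inhibition above about 50%, limit read from the data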
KCC2 mod: KCC2 cotransporter modulators, thallium flux, primary screen, cell-based, HEK293 KCC2, FluoZin-2 fluorescence, MLSMR. KCC2 cells, thallium flux FluoZin-2 fluorescence. Solute carrier family 12 member 5 (Homo sapiens), Q9H2X9. hit rate 2.2% among 190,000. B-score of Tl+ flux slope (higher = more flux/activation; lower = inhibition) at 10 µM;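 active means thallium flux slope and its plate-corrected score both differing from the plate sample mean at a set confidence after two filtering rounds, in either direction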;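 further: slope of fluorescence scaled to starting intensity during 10 to 20 s after thallium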
PPC-1+TRAIL kill: compounds killing PPC-1 cancer cells with TRAIL present, primary screen, TRAIL potentiator project, ATPLite luminescence, uHTS; PPC-1 cells + TRAIL, ATPLite viability luminescence; cell killing (% activity), % at 4 µM; hit rate 0.41% among 220,000;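 active means cell killing above 50% in the first pass at 4 µM, then a duplicate retest at 5 µM averaging 50% or more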;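 further: plate controls were cells with TRAIL plus DMSO for no effect and medium-only wells lacking cells for full effect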
TRPML3 ag: human TRPML3 channel agonists, primary screen, cell-based, HEK293 TRPML3-YFP, Fluo-8 calcium fluorescence, 3 µM; AID 1448, 2008; hit rate 0.29% among 220,000; 100% = the carbachol control signal; Mucolipin-3 (Homo sapiens), Q8TDD5; activation, % at 3 µM;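 active means activation above its plate's cutoff, the mean activation of the plate's test wells plus 3 SD, cut at about 12% in these data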;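 further: 0% = DMSO only wells and 100% = carbachol wells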
Target sequence (Q8TDD5 whole entry, looked up): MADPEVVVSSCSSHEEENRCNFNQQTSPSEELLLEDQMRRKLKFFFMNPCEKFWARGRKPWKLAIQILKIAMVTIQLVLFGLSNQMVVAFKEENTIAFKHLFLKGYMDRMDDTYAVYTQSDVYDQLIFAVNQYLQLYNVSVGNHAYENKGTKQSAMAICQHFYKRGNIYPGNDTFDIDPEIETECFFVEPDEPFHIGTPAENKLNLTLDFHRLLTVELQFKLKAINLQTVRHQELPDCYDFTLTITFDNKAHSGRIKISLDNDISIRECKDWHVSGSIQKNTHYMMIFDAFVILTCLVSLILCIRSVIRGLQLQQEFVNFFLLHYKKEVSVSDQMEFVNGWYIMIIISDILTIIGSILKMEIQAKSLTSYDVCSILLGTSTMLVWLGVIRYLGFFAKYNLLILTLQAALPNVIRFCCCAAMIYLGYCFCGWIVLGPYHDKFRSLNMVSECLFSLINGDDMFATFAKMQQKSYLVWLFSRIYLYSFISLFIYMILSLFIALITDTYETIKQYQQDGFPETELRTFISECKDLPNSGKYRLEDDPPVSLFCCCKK
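Material: TRPML3-YFP stable HEK293 cells | Dosing: One concentration, 3 µM nominal, 0.3% DMSO | Timing: 125 s total fluorescence read per well | Technique: Fluo-8 calcium dye fluorescence, ex 470-495, em 515-575 nm | Measure: Percent activation from peak-to-basal fluorescence ratio, scaled between DMSO and carbachol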
Furin inh: human furin inhibitors, primary screen, biochemical, fluorescence intensity; hit rate 0.061% among 220,000; purified furin, fluorogenic substrate cleavage; inhibition, % at 30 µM; P09958; in the data active means inhibition above about 25%; further: inactives centre near -15
EBV gp42 inh: Epstein-Barr virus gp42 inhibitors, primary screen, biochemical, uHTS, fluorescence polarization; Glycoprotein 42 (Epstein-Barr virus (strain AG876)), Q1HVG2; AID 1085, 2008; hit rate 0.42% among 220,000; Fluorescence polarization binding assay, mP read-out; inhibition, % (tested at 21.74 µM); in the data active means inhibition above about 50%
Target sequence (Q1HVG2 whole entry, looked up): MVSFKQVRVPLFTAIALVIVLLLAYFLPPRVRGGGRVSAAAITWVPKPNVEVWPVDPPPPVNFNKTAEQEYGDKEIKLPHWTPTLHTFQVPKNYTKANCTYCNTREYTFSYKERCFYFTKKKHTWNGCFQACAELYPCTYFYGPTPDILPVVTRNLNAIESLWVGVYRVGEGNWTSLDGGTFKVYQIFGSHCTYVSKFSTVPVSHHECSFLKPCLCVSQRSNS
An asterisk follows results filed as active; i = inactive; . = no result given; [ ] = dose if it differs, or a comment.

Values in the order – TRPN1 ag	Thrombin inh	Tb hexokinase	m-calpain inh	KCC2 mod	PPC-1+TRAIL kill	TRPML3 ag	Furin inh	EBV gp42 inh
- O=C(NC12CC3CC(CC(C3)C1)C2)N1CCC(O)CC1
    1.1	0	1	6	0.7	14	0.4	-19[20 µM]	-6
- Cc1cccc(Nc2c(F)c(F)c(F)c(F)c2C(=O)O)c1
    -2.2	2	2	7	-0.078	14	0.4	-17	2
- Nc1c(Cl)ncnc1N1CCOCC1
    1.5	0	-4	-10	-0.043	12	0.3	-10[20 µM]	1
- CCCOC(=O)C(C)n1cnc2sc(C)c(C)c2c1=O (stereo not drawn)
    0.3	3	-5	-27	0.4	41	-0.1	-19[20 µM]	-12
- Clc1cncc(Cl)c1N/N=C/c1ccncc1
    1.1	-1	-40	-8	0.97	-2	0.1	-5	-13
- CCOc1cc(N2CCOCC2)c(OCC)cc1NC(=O)c1ccco1
    0.6	-1	-10	-3	0.0066	-9	0.7	-5	-9
- COc1ccc(C(=O)NC(=S)Nc2cccc3nc(C)ccc23)cc1OC
    2.6	1	-19	-17	0.17	-11	1.3	-17	-9
- CCOC(=O)C1=C(C)NC(=O)NC1c1ccccc1 (stereo not drawn)
    -0.4	-3	-4	-5	-0.49	7	0.6	-11	-10
- Cc1cccc(NC(=O)c2cc(=O)n(Cc3ccccc3)c(=O)[nH]2)c1
    1.4	-5	-11	16	0.75	25	0.9	-10	6
- CCOC(=O)c1c(C)oc2c1c(C=NCC1CCCO1)c(O)c1ccccc12 (stereo not drawn)
    0.0	2	12	-42	.	1	-0.5	-9	-20
- COc1ccc(NC2=NCC(=O)N2c2ccccc2)c(OC)c1
    -0.9	-3	-3	-8	.	-10	0.3	-17	-17
- CCC(=O)N1N=C(c2ccc(NS(=O)(=O)CC)cc2)CC1c1ccc(C)cc1 (stereo not drawn)
    -1.9	1	-14	i	-1.8	18	-1.1	-5	-11
- CCOc1ccc(/C=N/N2C(=O)C(CC(=O)Nc3ccc(F)cc3F)SC2=NC)cc1OC (stereo not drawn)
    0.4	4	-35	7	0.37	-4	0.0	-24	-14
- CCOc1ccc(NS(=O)(=O)c2ccc3c(c2)CCN3C(=O)C2CCC2)cc1
    -0.4	-3	0	-44	.	16	-0.2	-11[20 µM]	-9
- N#Cc1ccc(-c2nnnn2-c2ccc3c(c2)OCO3)cc1
    0.6	-12	34	-9	0.015	1	-0.6	-13	-7
- COc1nnc(-c2ccc(N3CCOCC3)c(NC(=O)c3ccccc3)c2)c2ccccc12
    -1.0	-7	-16	-134	-0.081	21	0.8	-17[20 µM]	13
- CCCN(Cc1cc2ccc(C)cc2[nH]c1=O)C(=O)c1ccccn1
    0.7	-5	-20	-3	0.31	-2	0.4	-23	-13
- CCC(c1nnnn1C1CCCCC1)N(Cc1ccco1)Cc1cc2ccc(OC)cc2[nH]c1=O (stereo not drawn)
    -0.3	-6	-17	-33	0.11	12	0.3	-16	7
- CCOc1cccc(C2C(C(=O)c3ccc(C)o3)=C(O)C(=O)N2Cc2ccncc2)c1 (stereo not drawn)
    0.1	2	-11	3	.	6	0.7	1	-11
- Cc1ccccc1OCC1CN(CN2CCOCC2)C(=O)O1 (stereo not drawn)
    2.1	2	0	-3	-0.082	20	0.1	-26	1

Full records, quoted from the list. Order of values: TRPN1 ag, Thrombin inh, Tb hexokinase, m-calpain inh, KCC2 mod, PPC-1+TRAIL kill, TRPML3 ag, Furin inh, EBV gp42 inh
Cc1cccc(Nc2c(F)c(F)c(F)c(F)c2C(=O)O)c1 across the screens: -2.2, 2, 2, 7, -0.078, 14, 0.4, -17, 2
CCOc1ccc(/C=N/N2C(=O)C(CC(=O)Nc3ccc(F)cc3F)SC2=NC)cc1OC (stereo not drawn) across the screens: 0.4, 4, -35, 7, 0.37, -4, 0.0, -24, -14
COc1ccc(NC2=NCC(=O)N2c2ccccc2)c(OC)c1 across the screens: -0.9, -3, -3, -8, ., -10, 0.3, -17, -17
N#Cc1ccc(-c2nnnn2-c2ccc3c(c2)OCO3)cc1 across the screens: 0.6, -12, 34, -9, 0.015, 1, -0.6, -13, -7

New compounds follow:
Values in the order – TRPN1 ag	Thrombin inh	Tb hexokinase	m-calpain inh	KCC2 mod	PPC-1+TRAIL kill	TRPML3 ag	Furin inh	EBV gp42 inh
- CCCCn1c(=O)c(CCC(=O)OCC(=O)Nc2cccc3ccccc23)nc2ccccc21
    -0.6	1	-1	-5	-0.0038	22	-1.2	-22	-19
- O=C(NCc1nnc(SCC(=O)N2CCCC2)o1)c1c(F)cccc1Cl
    -0.3	-2	-6	-32	0.7	32	0.1	-18[20 µM]	-9
- O=C(COC(=O)c1ccccc1C(=O)N1CCN(c2ccccc2)CC1)NCc1ccccc1
    1.5	4	3	-18	-0.6	-5	1.6	-30	11
- CCCCn1c(SCC(=O)N2CCC(C)CC2)nc2ccsc2c1=O
    -2.6	-14	-2	-6	-0.22	13	-1.7	-37[20 µM]	-11
- O=C(/C=N/O)NCC1CCNCC1
    0.8	3	-1	-18	.	19	0.1	-13	-16
- O=c1c2ccccc2nnn1CSc1nnc(-c2cccnc2)n1-c1ccccc1F
    -0.2	-3	0	-19	.	15	1.0	-16	-16
- Nc1nc(/C=C/c2cccnc2)nc(-c2ccccc2O)n1
    -0.9	-2	-10	-7	1.5	23	0.6	-13	-26
- CSc1nccc(-c2cc(Cl)sc2Cl)n1
    1.1	1	7	-10	-1.3	-22	-0.3	-6[20 µM]	-10
- Cc1nc(N2CCN(C(=O)c3ccc(Cl)cc3)CC2)c(C#N)c2c1COC(C)(C)C2
    2.1	-1	-9	-126	-1.7	35	0.5	-31[20 µM]	12
- O=C(NCc1nnc2c3ccccc3c(-c3ccccc3)nn12)c1ccc(Cl)cc1
    0.0	13	-7	-14	-1.2	12	0.3	-11	-6
- COC(=O)/C=C1\NC(=O)C(C)S1 (stereo not drawn)
    -0.6	-9	4	-20	1.2	-13	0.4	-10	1
- Nn1c(COc2ccccc2)nnc1SC(F)F
    1.3	4	2	12	-0.29	10	0.5	-32[20 µM]	-12
- Cc1ccc(S(=O)(=O)N2CCN(Cc3ccccc3C(F)(F)F)CC2)cc1
    -1.4	4	4	10	-0.6	12	1.6	-19	6
- COc1ccc(NS(=O)(=O)c2cc(NC(=O)CNC(=O)c3cccc(OC)c3)ccc2C)cc1
    0.5	-13	33	6	-0.22	10	0.2	-12	1
- CCOC(=O)CCn1nnc(N)n1
    3.7	-10	1	-1	-0.27	-1	0.9	-21	-21
- Cn1nc([N+](=O)[O-])c(C(C#N)c2ccccn2)c(Cl)c1=O (stereo not drawn)
    1.1	-11	-8	-149	-0.18	7	1.6	-21	-3
- COc1ccc(CCC(C)NC2C3CC4CC(C3)CC2C4)cc1 (stereo not drawn)
    0.6	-2	4	4	0.5	-1	1.2	-16[20 µM]	4
- Cn1cnnc1SCCC(=O)Nc1ccccc1
    2.5	-2	0	5	-0.26	16	0.5	-18	-10
- CC(Sc1nnc(Cc2ccc3c(c2)OCO3)o1)C(N)=O (stereo not drawn)
    1.3	-1	-2	-21	-0.35	-12	-0.7	-12	10
- Cc1cc(=O)cc(C)[nH]1
    0.7	-11	4	-19	0.16	18	0.8	-21	-8

(listing goes on)
Values in the order – TRPN1 ag	Thrombin inh	Tb hexokinase	m-calpain inh	KCC2 mod	PPC-1+TRAIL kill	TRPML3 ag	Furin inh	EBV gp42 inh
- CN1C(=O)C(C(=O)Nc2ccccc2F)c2ccccc21 (stereo not drawn)
    0.9	0	-5	-14	3.6	22	0.3	-5	-5
- O=[N+]([O-])c1ccc2c(c1)nc1n2CCCCC1
    -0.1	-2	-9	-7	0.62	21	0.4	-30	-14
- CC(C)CC(=O)NNC(=O)C(C)C
    1.1	-2	-5	-5	0.7	24	0.5	-19	-26
- COc1ccc2c(c1)C(=O)[C@H](O)[C@@H](c1ccc(OC)c(Br)c1)O2
    0.9	-4	2	-87	-0.74	8	1.2	-14	7
- Cc1ccccc1N=Cc1c(O)n(-c2nccs2)c(=O)c2ccccc12
    -0.3	-5	-5	-17	-1.9	2	-0.2	-10	2
- Cc1cccc(NC(=O)Nc2ccc(C)cc2Br)c1
    0.3	-3	-4	10	2.1	10	-0.4	-18	2
- COc1ccc(NC(=O)C(=O)N/N=C/c2cccnc2)c(OC)c1
    0.4	3	-8	2	7.7*	8	0.9	-3[20 µM]	-5
- CC(=O)Cc1nsc(NC(=O)c2ccc(-c3cccc(C(F)(F)F)c3)o2)n1
    0.8	3	-6	7	.	7	-0.2	-17[20 µM]	-3
- Cc1ccccc1C(=O)NC(CC(C)C)C(=O)OCc1cc(=O)n2cc(Br)ccc2n1 (stereo not drawn)
    -0.6	-1	-8	4	-0.95	13	0.5	-18	-7
- CCS(=O)(=O)N1CCC(C(=O)c2ccc(Cl)cc2)CC1
    0.3	-3	-12	12	0.95	-7	0.5	-16[20 µM]	5
- Cc1c(NC(=O)CSc2ccccn2)c(=O)n(-c2ccccc2)n1C
    1.4	-5	0	-6	0.41	30	0.5	-18[20 µM]	-14
- COc1ccc2c(c1)c1ncn(CCc3ccccc3)c(=O)c1n2C
    -1.2	-12	-5	i	-2.7	-5	-0.3	-1[20 µM]	-2
- CSCC[C@H](NC(=O)COc1ccc(Cl)cc1)c1nc2ccccc2[nH]1
    0.2	-4	1	5	-3.5	10	-0.5	-14	-10
- Cc1cccc2cc(CN(Cc3cccs3)C(c3nnnn3C3CCCC3)C(C)C)c(=O)[nH]c12 (stereo not drawn)
    -0.1	-3	-15	-80	-0.67	0	0.9	-15[20 µM]	-4
- COC(=O)c1ccc(C2c3c(n[nH]c3C)C(=O)N2c2ccc(C)cc2)cc1 (stereo not drawn)
    -0.6	-2	8	-10	-0.41	4	0.7	-21	3
- O=C(N/N=C/c1cccs1)C1CC(=O)N(c2ccccc2)C1 (stereo not drawn)
    0.5	3	-13	-3	0.074	.	0.6	-17	-5
- CCOC(=O)C(C)/C(C)=N/NC(=O)CCC(=O)Nc1cc(C)ccc1C (stereo not drawn)
    1.2	1	-4	-21	2.1	-13	-0.2	-25	-10
- CC(C)NC(=O)N(Cc1ccccc1)Cc1cccs1
    -0.2	1	-10	0	-1.2	-5	-1.1	-21	-4
- CC1(c2ccc(OC(F)F)cc2)NC(=O)N(CC(=O)NC2CCCCC2)C1=O (stereo not drawn)
    3.2	-1	3	-3	-0.7	-12	1.9	-19	-20
- CCn1c2ccccc2c2cc(/C=N/NC(=O)c3ccncc3)ccc21
    -1.3	-3	-18	-65	-0.78	20	-0.3	7	10
- CCN(CC)S(=O)(=O)c1ccc(N(C)CCc2ccc(OC)c(OC)c2)nc1
    1.7	-9	-6	-19	-0.34	7	3.6	-12	4
- OCCC1CN(CCCn2cccn2)CCN1C1CCCCC1 (stereo not drawn)
    -0.1	-4	2	-21	0	6	1.1	-30	-21
